Screening data from PubChem BioAssay.
miR-122 sensor: blocks miR-122 activity in Huh7 sensor cells | activation (reporter increase), % at 12.5 µM | Huh7 miR-122 Renilla luciferase sensor, 48 h; neutral wells = 0, positive control = 100 | 0.3% of 340,000 active | AID 602342;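 active means mean replicate activation score at least 90 and every replicate individually at or above 90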;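 further: higher luciferase means less miR-122 activity so hits act as miR-122 inhibitors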
Numbers without * were called inactive.

Compound | miR-122 sensor
Cc1ccc(C(C(=O)NCc2ccccc2)N(C(=O)c2csnn2)c2cccc3ccccc23)o1 (configuration not stated) | 13
Cc1ccc2c(c1C)NC(=O)C2(O)CC(=O)c1ccc2c(c1)OCO2 (configuration not stated) | -2
O=S1CCCSC1c1cccnc1 (configuration not stated) | -13
COc1ccc(C(=O)Nc2ccc3c4c(cccc24)CC3)cc1 | -1
O=C(CCC1COc2ccccc2O1)NCC1COc2ccccc2O1 (configuration not stated) | -5
Cc1ccc(C)c(OCC(=O)Nc2ccc(S(=O)(=O)N3CCN(C)CC3)cc2)c1 | 6
CCCn1nnc(NC(=O)c2cccc(Cl)c2)n1 | 7
O=C(CSc1nnc(SCc2cccc3ccccc23)s1)c1ccc2c(c1)OCO2 | -4
CCn1c(CNC(=O)c2ccc(OC)cc2)nnc1SCC(=O)c1ccccc1 | 4
N#Cc1ccsc1NC(=O)CSc1nnc(-c2ccccc2)o1 | -2
Cn1c(=O)c2c(nc(Sc3n[nH]c(N)n3)n2Cc2ccccc2Cl)n(C)c1=O | 1
COc1ccc(/C=C2\SC(c3ccc(C)cc3)=NC2=O)cc1OC | 3
CC(C)c1ccc(OCC(=O)NCCO)cc1 | -6
COc1cc(SC)ccc1C(=O)NCC1CCCO1 (configuration not stated) | -1
COc1ccc(/C=C2\CCCC(C(=O)C(F)(F)F)=C2O)cc1 | -1
COc1ccc(C2CC(=O)c3c(C)nc(N4CCN(Cc5ccccc5)CC4)nc3C2)cc1OC (configuration not stated) | -2
CCOc1ccc(CN2C(=O)c3ccccc3C2C(=O)NCc2cccnc2)cc1 (configuration not stated) | 1
O=C(NC(NC(=S)Nc1ccccc1C(=O)O)C(Cl)(Cl)Cl)c1ccccc1 (configuration not stated) | 34
Cc1ccc(C)c(S(=O)(=O)N2CCN(CC(=O)N3CCc4ccccc4C3)CC2)c1 | -6
O=C1Nc2ccccc2C(O)(C(=O)NCc2ccc3c(c2)OCO3)N1c1ccc(Cl)c(Cl)c1 (configuration not stated) | -15
CN1C(=O)CC(P(=O)(c2ccccc2)c2ccccc2)N(C)C1=O (configuration not stated) | -3
Cc1ccc(-c2noc(CCCN3C(=O)c4ccccc4C3=O)n2)cc1 | -17
O=S1(=O)C=C(Sc2nnc(-c3ccccc3)o2)c2ccccc21 | -13
Cc1ccc(S(=O)(=O)C(NC(=O)c2ccccc2)=C(Cl)Cl)cc1 | 13
COc1ccc(CN(CCCN2CCOCC2)S(=O)(=O)N(C)C)cc1OC | -1
O=c1cc(CSc2ccc(Cl)cc2)nc(N2CCCCC2)[nH]1 | -1
Cc1ccc(-c2csc(C(C#N)=C3CCCC3)n2)cc1 | -1
CCOC(=O)CNc1nnc(SCC(=O)OCC)[nH]c1=O | -4
Cc1ccc(Cl)cc1N(Cc1ccc(C(=O)NCc2cccnc2)cc1)S(=O)(=O)c1ccccc1 | -5
CC(C)c1ccc(Nc2ncccc2C#N)cc1 | 0
COc1ccc2c(CC(=O)N3CCN(S(=O)(=O)c4cccs4)CC3)coc2c1 | -3
CC1(C)CC(=O)C2=C(C1)OC(N)=C([N+](=O)[O-])C2c1cccs1 (configuration not stated) | -13
CCS(=O)(=O)n1nc(C(=O)N2CCOCC2)nc1N | -7
C=CCC(CC=C)(NC(=O)c1ccccc1C(=O)O)c1ccccc1 | -3
O=C(O)c1ccc(Sc2nnc(-c3cccc(Br)c3)o2)c([N+](=O)[O-])c1 | 1
Cc1ccc(-n2c(=O)cc(N3CC(C)CC(C)C3)[nH]c2=O)cc1 (configuration not stated) | -7
CCC(=O)Nc1cccc(-c2nnc(SCC(=O)NCc3ccco3)n2C)c1 | 1
COc1ccc(S(=O)(=O)N2CCOCC2)cc1C(C)C | 0
Cc1ccc(C(=O)N2CCN(C(=O)c3ccccc3)C2c2ccc(N(C)C)cc2)cc1 (configuration not stated) | -2
COC(=O)c1[nH]c2ccc(Br)cc2c1NC(=O)CN1CCCCC1CCO (configuration not stated) | -6
O=C1CCCN1c1ccc(CNS(=O)(=O)c2ccc(F)cc2)cc1 | 3
Cc1cc(C)nc(SCC(=O)n2c3c(c4ccccc42)CCCC3)n1 | 1
COC(=O)[C@H](CCSC)NC(=O)NCCC1=CCCCC1 | 6
CC(=O)c1cn(CC(=O)NCc2ccc3c(c2)OCO3)c2ccccc12 | 0
COc1ccc(CNC(=O)COC(=O)CCC2CCCCC2)cc1 | 0
CC(C)Cn1cnc2c(=O)oc3ccccc3c21 | -6
COCCCNC(=O)c1cc(C(=O)c2c(-c3c(Cl)cccc3Cl)noc2C)c[nH]1 | -7
COc1cccc(/C=N/Nc2cc(-n3nc(C)cc3-c3ccccc3)ncn2)c1O | 0
Cc1cc(C)c(C)c(C(=O)CSc2nnc(-c3ccc4[nH]c(C)c(C)c4c3)o2)c1C | 0
CCOc1cc(C2C(C#N)=C(N)OC3CCCC(=O)C32)ccc1OCCN1CCOCC1 (configuration not stated) | 9

(further entries)
Compound | miR-122 sensor
COc1ccc(-c2cc(C(F)(F)F)n3ncc(C(=O)NCC4CCCO4)c3n2)cc1 (configuration not stated) | 7
CCN1CCN(C(=O)c2cc3cc4ccc(OC)cc4nc3s2)CC1 | 5
N#Cc1sc2nc(-c3ccccc3)cc(-c3ccco3)c2c1N | 8
Cc1ccc(OCCCNCCO)c(Br)c1 | 42
CC(C)NC(=O)CSc1nncn1-c1ccccc1 | -3
Cn1ncc(N=Cc2ccccc2O)c1C(=O)Nc1ccccc1 | 1
COc1cc(C)c(S(=O)(=O)n2nnc3ccccc32)cc1C | -6
CCOC(=O)CNC(=O)CSc1nnc(-c2cccc(C)c2)n1-c1ccc(OC)cc1 | -9
Cc1ccc(NC(=O)Nc2ncccc2C)cc1 | 1
O=C(COc1ccc(-c2ccccc2)cc1)N1CCN(S(=O)(=O)Cc2ccccc2)CC1 | 99*
Cc1nc(C)c(C(=O)C2=C(O)C(=O)N(CCN(C)C)C2c2ccccc2)s1 (configuration not stated) | -4
COc1ccc(CCNC(=O)NC2CCCCC2)cc1 | -4
Cn1c(-c2cc3ccc(OC(=O)C(C)(C)C)cc3oc2=O)nc2ccccc21 | 5
Clc1ccc(Oc2nc(N3CCOCC3)nc(N3CCOCC3)n2)c(C2CCCCC2)c1 | 12
Cc1cccc(NC(=O)N(Cc2nc3ccccc3c(=O)[nH]2)C2CCCC2)c1 | -1
O=c1[nH]c2c(s1)C=Nc1ccccc1N2 | 5
Brc1ccccc1Cn1c(-c2cscn2)nc2ccccc21 | 2
O=C(NC1CCCCCC1)c1cc2n(n1)C(C(F)(F)F)CC(c1ccco1)N2 (configuration not stated) | 0
CCN(CC)C(=O)C(Sc1ccccc1)c1ccccc1 (configuration not stated) | 10
O=C(CCCSc1nc(-c2ccco2)cc(C(F)(F)F)n1)Nc1ccc2c(c1)OCO2 | 3
O=C(CSc1nnc(-c2ccccc2O)o1)Oc1ccc(OCc2ccccc2)cc1 | 4
O=C(OCc1cnc(Cl)s1)c1cccc(Cl)c1 | -5
O=C(CN1C(=O)NC2(CCCCCCC2)C1=O)N1CCc2ccccc2C1 | -18
Cc1ccc(NC(=O)CC2SC3=NCCN3C2=O)cc1 (configuration not stated) | 6
CC(C)OC(=O)CN1CCN(C2c3ccccc3-c3ccccc32)CC1 | -5
CS(=O)(=O)c1ccc(C(=O)NC2CCOC2=O)cc1 (configuration not stated) | -8
CCn1cc(C(=O)OCC(=O)NCc2ccc3c(c2)OCO3)c(=O)c2ccc(C)nc21 | -5
CC(C)(C)OC(=O)NCCc1nnc(SCc2ccccc2Cl)o1 | 4
Cc1ccc(/C=N/n2c(C)nnc2C)s1 | 6
Cc1ccccc1N=Cc1cccc(O)c1O | -5
COc1ccc(C(C)=O)cc1CN1C(=O)C(C)N(c2ccc(C)cc2)C1=O (configuration not stated) | 27
CCOc1ccccc1-c1cc(-c2ccccc2)nc2c1c(=O)n(C)c(=O)n2C | 0
Cc1ccc(C(=O)N2CCN(c3ccc(NC(=O)c4ccc(Br)o4)cc3)CC2)cc1 | -9
Cc1ccc(Oc2ccc(/C=N/O)cn2)cc1 | -6
Cc1ccc(-c2csc(NC(=O)CSc3ncn(-c4ccccc4)n3)n2)cc1 | 3
CC1CCCCN1Cc1nc2c(c(=O)n(C)c(=O)n2C)n1CCc1ccccc1 (configuration not stated) | -1
CCOC(=O)C(=CNc1cc(C)nn1C(C)(C)C)C(=O)OCC | -4
Cc1ccc2nc(Cl)c3nnnn3c2c1 | 11
O=C(c1cnn2c(C(F)(F)F)cc(-c3ccco3)nc12)N1CCc2ccccc2C1 | -1
O=C(N=c1nc2ccccn2s1)c1ccccc1 | -8
O=C(Cn1cnc2cc(Cl)ccc2c1=O)Nc1ccc2c(c1)OCO2 | -4
COc1ccc(-c2c(C)oc3c(CN4CCN(CCO)CC4)c(O)ccc3c2=O)cc1OC | 7
O=S(=O)(N=S(N1CCCCC1)N1CCCCC1)c1ccccc1 | -2
CCOc1ccc(/C=N/n2cnnc2)cc1 | 3
O=C(Nc1ccccc1)/C(=C\c1ccncc1)NC(=O)c1ccccc1 | 10
Fc1ccc(C2NCCn3cccc32)cc1 (configuration not stated) | -7
C=CCNC(=O)C1CC(=O)N(c2ccc(OCC(=O)NCc3ccccc3)cc2)C1 (configuration not stated) | -2
CCCOc1ccc(-c2nnc(-c3cccs3)o2)cc1 | 1
O=C(CNC(=O)c1ccc(Cl)cc1Cl)NCCCn1ccnc1 | 0
O=C(NCc1ccncc1)c1ccc(Br)cc1 | -11

Carrying on:
Compound | miR-122 sensor
COc1ccc(NC(=O)C(C)NS(=O)(=O)c2ccc(NC(C)=O)cc2)cc1Cl (configuration not stated) | 23
CCOC(=O)c1c(C)n(CC(COC(C)=O)OC(C)=O)c2ccc(OC(C)=O)cc12 (configuration not stated) | -13
O=C(CSc1nnc(-c2ccncc2)n1Cc1ccco1)Nc1ccccc1Cl | 6
O=C(NC1CCSC1=O)c1ccc(Oc2ccc(F)cc2)nc1 (configuration not stated) | -3
COc1ccccc1C(c1nnnn1CCc1ccccc1)N1CCCCCC1 (configuration not stated) | 60
CCOC(=O)C(/C=N/c1cc(C)nn1-c1ccccc1)=C(\C)O | 3
CCOc1ccc2ccccc2c1C(=O)N1CCOCC1 | 1
CCn1cc(C(=O)N2CCN(c3cccc(Cl)c3)CC2)c2cc(OC)c(OC)cc2c1=O | -16
CC(=O)Cc1nsc(NC(=O)c2ccc(-c3cc(C(F)(F)F)ccc3Cl)o2)n1 | -4
O=C(Nn1nnnc1Nc1ccccc1)C12CC3CC(CC(C3)C1)C2 | -3
Cc1c(/C(O)=C2\C(=O)C(=O)N(CCN(C)C)C2c2cccs2)cnn1-c1ccccc1 (configuration not stated) | 6
O=C(NCc1ccco1)c1ccc(Cn2c(=O)c3ccccc3n(Cc3ccc(Cl)cc3)c2=O)cc1 | 4
Cc1[nH]nc(-c2ccc(OCc3cnn(-c4ccccc4)c3)cc2O)c1Oc1ccccc1F | 3
CCN(CC)S(=O)(=O)c1ccc(NC(=O)COC(=O)c2ccc(Br)o2)cc1 | 5
CC(C)(C)OC(=O)NCc1nc(N)n[nH]1 | -3
CC(C)(C)NC(=O)C(c1ccc(-c2ccccc2)cc1)N(C[C@H]1CC[C@@H]([C@@H]2CC[C@H](CO)O2)O1)C(=O)c1ccccc1F (some centres not stated) | 13
O=C(OCC(=O)N1CCN(C(=O)c2ccco2)CC1)c1cc(-c2ccccc2)nc2ccccc12 | -2
CSc1nc(C)c(Cl)c(C)c1C#N | -7
O=C(O)c1cccc(S(=O)(=O)N2Cc3ccccc3C2)c1 | 2
O=C1CN(c2ccccc2Cl)C(=O)CN1c1ccccc1Cl | 4
O=C(Nc1ccccc1C(=O)Nc1ccc2c(c1)OCO2)c1cccs1 | 4
N#CCSc1nnc(N)s1 | 0
CS(=O)(=O)N1CCc2cc(C(=O)N3CCCCC3)ccc21 | 0
CN=C1SC(CC(=O)Nc2cccc(Cl)c2Cl)C(=O)N1C (configuration not stated) | -6
CCOC(=O)CSc1nnc(-c2nnc(SCC(=O)OCC)n2CC)n1CC | 3
c1ccc(-c2cc3ccccc3nc2N2CCCC2)cc1 | 3
COc1ccc(C(=O)NCCCn2ccnc2)cc1 | -2
N#CCCN(C(=O)Nc1ccc(Cl)cc1)c1ccccc1 | 11
COc1ccc(CCNC(=O)c2nnn(CC(=O)Nc3ccccc3)c2N)cc1OC | -4
CCn1c(SCC(=O)Nc2ccccc2)nnc1C1CCCCC1 | -4
CCn1c(CNc2cccc(Cl)c2)nnc1SCC(=O)OC1CCCCC1 | -3
COc1cc(/C=C/C(=O)Nc2cc(C(F)(F)F)ccc2Cl)cc(OC)c1OC | -10
Cc1ccc(/C(O)=C2\C(=O)C(=O)N(c3cc(C)on3)C2c2cccc(Cl)c2)cc1 (configuration not stated) | -7
CCOC(=O)C1C(=O)NC(N2CCCCC2)=NC1C(C)C (configuration not stated) | -6
O=C(CCCN1C(=O)c2ccccc2C1=O)NCc1ccco1 | -2
Cc1ccc(S(=O)(=O)N2CCOCC2)cc1C(=O)NCc1ccco1 | -4

Not all compounds are listed (hit frequency here may not be typical).
